From PubChem BioAssay
zVAD death inh: blocks zVAD induced death of L929 cells; L929 zVAD necroptosis rescue, ATP luminescence, 24 h; with zVAD 60 µM; viability rescue, % at 10 µM; hit rate 0.38% among 220,000; AID 1377;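 active = activation, scaled between plate controls, above about 75%, limit read from the data; inactive = activation under that limit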;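 note: 0% = zVAD with DMSO and 100% = DMSO alone without zVAD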
Runt-CBFb FRET: inhibitors of human RUNX1 Runt domain binding to CBFb. inhibition, % at 20 µM. Cerulean-Runt/Venus-CBFb FRET ratio 530/480, 1 h. hit rate 0.46% among 220,000. AID 1496;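 active = inhibition over about 50% at 20 µM in the single-dose screen, limit read from the data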;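 note: 0% = DMSO wells and 100% = excess unlabeled CBFb competitor control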
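System: Cerulean-labeled Runt domain protein | Quantity: 100 nM of each labeled protein | Schedule: 1 h compound exposure, room temperature | Detection: Fluorescence energy transfer, 422 nm excitation, 530/480 nm emission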
PERK inh: inhibitors of human PERK kinase; Q9NZJ5; CHO PERK-DD fusion, SEAP luminescence translation reporter; inhibition, % at 5.6 µM; hit rate 0.17% among 220,000; AID 1416;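 active = inhibition above the mean inhibition of all tested compounds plus 3 SD, set separately per screening campaign, cut at about 2.9% in these data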;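 note: PERK kinase domain activated by AP20187 dimerizer at 100 nM; 0% = DMSO with dimerizer and 100% = rapamycin at 8.4 µM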
EP2 antag: EP2 receptor (human) inhibition; C6 glioma cells expressing human EP2, cAMP TR-FRET; cells stimulated with saturating PGE2; P43116; AID 1422; inhibition, % at 25 µM; hit rate 0.52% among 260,000;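 active = percent inhibition above 40 after rounding to a whole number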;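 note: rat C6 glioma host cells with rolipram phosphodiesterase inhibitor present; the protocol text gives 20 µM as final concentration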
Target sequence (P43116 whole entry, looked up): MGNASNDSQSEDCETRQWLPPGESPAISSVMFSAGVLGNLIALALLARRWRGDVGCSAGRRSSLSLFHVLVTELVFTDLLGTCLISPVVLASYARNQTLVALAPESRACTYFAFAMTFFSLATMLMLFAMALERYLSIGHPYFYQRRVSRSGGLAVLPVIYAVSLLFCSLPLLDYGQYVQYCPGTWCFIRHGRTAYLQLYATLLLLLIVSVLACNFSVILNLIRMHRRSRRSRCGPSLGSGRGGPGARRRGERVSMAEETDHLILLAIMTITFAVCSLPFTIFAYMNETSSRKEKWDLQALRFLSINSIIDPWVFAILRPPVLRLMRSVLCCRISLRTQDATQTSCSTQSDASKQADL
Hck Nef HTS: blocks Nef-activated human Hck kinase; inhibition, % at 20 µM; P08631; AID 463187; Recombinant Hck-YEEI plus Nef, Z-Lyte FRET kinase assay; hit rate 0.68% among 220,000;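 active = Hck-Nef kinase inhibition above about 50%, limit read from the data; inactive = inhibition below that limit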;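 note: 0% = DMSO with Hck plus Nef and 100% = Hck alone without Nef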
EP2 mod: EP2 receptor (human) modulation; EP2-expressing cells, cAMP HTRF FRET, PGE2 co-stimulation; AID 940; induction, % at 25 µM; P43116; hit rate 0.83% among 260,000;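 active = compounds whose cAMP rise, as percent of the full-agonist control response, exceeds 60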;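 note: rat C6 glioma line stably carrying human EP2 under a CMV promoter; the protocol text gives 20 µM as final concentration; 100% = response of wells given 1 µM PGE2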
TNF death inh: blocks TNF-alpha induced death of Jurkat FADD-/- cells. hit rate 0.068% among 220,000. Jurkat FADD-/- TNF necroptosis rescue, ATP luminescence, 24 h; 0 = TNF only, 100 = no-TNF cells. activation (protection from cell death), % at 10 µM. AID 463075;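 active = activation, meaning protection from cell death, of at least 50% relative to plate controls; inactive = activation below 50%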;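 note: necroptosis triggered by 40 ng/mL TNF-alpha added together with compound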
Runt-SMMHC FRET: Runt domain-CBFb-SMMHC interaction inhibition | hit rate 0.74% among 220,000 | inhibition, % at 20 µM | Q01196+Q13951 | Cerulean-Runt/Venus-CBFb-SMMHC FRET ratio 530/480, 1 h | AID 1434;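 active = mean inhibition across duplicate retests at 20 µM reaching about 50%, limit read from the data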;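 note: 0% = DMSO wells and 100% = wells with excess untagged CBFb-SMMHC; inhibitors lower the FRET ratio by blocking Runt binding to CBFb-SMMHC; some results filed as inactive read as strong as hits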
RBBP9 inh: human RBBP9 hydrolase inhibition; O75884; recombinant RBBP9, FP-Rh probe fluorescence polarization; inhibition, % at 7.94 µM; hit rate 0.2% among 220,000;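 active = inhibition above the campaign mean of all tested compounds plus 3 SD, cut at about 14% in these data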;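 note: plate controls were DMSO wells with RBBP9 for no effect and wells lacking RBBP9 protein for full effect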
Target sequence (O75884 whole entry, looked up): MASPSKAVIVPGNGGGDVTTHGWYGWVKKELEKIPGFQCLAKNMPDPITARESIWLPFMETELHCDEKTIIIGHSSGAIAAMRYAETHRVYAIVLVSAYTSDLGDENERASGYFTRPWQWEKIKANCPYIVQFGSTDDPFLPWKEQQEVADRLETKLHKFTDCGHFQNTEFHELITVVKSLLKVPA
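Test system: recombinant human RBBP9. Quantity: 2.5 µM RBBP9 dispensing solution, before mixing. Detection: FP readout at 525/598 nm. Reagent: Serine-hydrolase probe FP-Rh, 375 nM pre-mixing. Measure: % inhibition. Control set: DMSO-treated enzyme wells and wells lacking RBBP9. Buffer or medium: Tris-NaCl-Pluronic buffer, pH 8.0. Times: preincubation 30 min plus labeling 45 min at 25 °C.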
Active calls of the source: *; . = no result given; & = joins results of further samples.

item	Structure	zVAD death inh	Runt-CBFb FRET	PERK inh	EP2 antag	Hck Nef HTS	EP2 mod	TNF death inh	Runt-SMMHC FRET	RBBP9 inh
1	COc1ccc(CC(=O)OC(C)CN2CCOCC2)cc1 (stereo unspecified)	0.0	0	0.2	7	25	7	0.4	3	-4
2	CCc1cn(S(=O)(=O)c2ccccc2OC)nc1N	1.2	2	0.2	6	3	4	2.6	-1	-7
3	COC(=O)C(C)Sc1nc2c(c(=O)n1-c1ccccc1)SCC2 (stereo unspecified)	1.4	-1	-0.4	6	-1	3	0.3	-5	-9
4	Cc1ccccc1C(=O)NC1CCN(CC(=O)Nc2ccc3c(c2)OCO3)CC1	-0.2	1	0.1	7&9	13	-24&11	0.8	-2	-11
5	COc1ccc(C(=O)/C=C/c2ccc(F)cc2)c(OC(=O)c2ccc([N+](=O)[O-])cc2)c1	0.8	1	0.6	9	0	14	-11	-1	-7
6	Cc1nn(-c2ccccc2)c(C)c1/C=N/NC(=O)c1cc(-c2ccc(Br)s2)[nH]n1	12	-8	-0.1	1	1	0	-8.3	1	-4
7	c1ccc(C(c2ccccc2)N2CCN(c3ccc4ccccc4n3)CC2)cc1	0.3	0	0.0	8	4	44	1.2	0	-9
8	CCC(C)/C(C)=N/Nc1ccc(S(N)(=O)=O)cc1[N+](=O)[O-] (stereo unspecified)	1.3	-4	0.3	-1	-4	17	-1.3	-7	-5
9	CN(c1ccc(C(=O)O)cc1)S(=O)(=O)c1ccc(Cl)cc1	0.7	-1	0.5	11	-5	-3	-0.8	0	5
10	O=C(NCCCn1ccnc1)C(=O)NCC(c1ccco1)N1CCN(c2ccccc2)CC1 (stereo unspecified)	-1.6	1	0.5	5	22	-23	0.1	2	12
11	CC1CCN(CCCNC(=O)c2ccc(CSCc3cccc(Cl)c3)o2)CC1	-0.2	4	-1.0	6	1	-10	-4.2	2	-5
12	CC1=CS(=O)(=O)CC1Sc1ncn[nH]1 (stereo unspecified)	-0.6	1	1.6	20	4	24	-1.1	1	2
13	Cn1c(=O)n(Cc2ccccc2F)c2ccccc21	-0.5	2	0.3	8	5	30	0.9	-1	-4
14	Cn1c(=O)n(CC(=O)O)c(=O)c2c1nc1n2CCS1	1.3&0.1	-1&0	0.5&-0.4	10&12	-1&12	20&-1	0.3&0.1	-1&1	-3&-3
15	CCN(C(=O)c1cc2c(C)nc3ccccc3c2o1)c1cc(Cl)ccc1OC	0.2	0	0.6	4	19	50	-1.6	-6	-6
16	CC#CCN1c2ccccc2[C@]23C[C@@H](C(=O)OC)N(C(=O)c4cc(C)oc4C)C2=NC(C(=O)OC)=C(C(=O)OC)[C@H]13	-0.1	-2	.	9	29	23	-4.6	1	.
17	Cc1cc2ccccc2c(=O)n1CC(=O)NCC(=O)N1CCN(c2ccccc2)CC1	0.7	-1	0.5	3	7	-14	-2.7	-7	-2
18	O=C(N/N=C/c1ccncc1)c1ccccc1[N+](=O)[O-]	0.6	.	1.0	8	-3	-7	-0.5	1	0
19	CCOc1cc(CNCc2cccs2)ccc1OCC(=O)NC(C)(C)C	0.9	-2	-0.3	5	0	1	-2.0	-3	-6
20	CN(c1ccccc1)S(=O)(=O)c1ccc(C(=O)N2CCc3ccccc3C2)cc1	-1.1	-1	0.0	6	24	-52	0.8	-2	0
21	CC(C)OP(=O)(c1ccc(N(C)C)cc1)C(O)c1cccnc1 (stereo unspecified)	0.0	0	-0.2	3	-3	16	1.1	-8	-17
22	O=c1cc(O)c(-c2cccc(Cl)c2)c(Cl)[nH]1	1.2	-1	1.0	21	4	42	0.4	3	-5
23	CC1=NC(C)(C)Cc2c(C)cccc21	-1.0	2	1.4	4	11	-20	-0.3	2	-2
24	O=C(COC(=O)CNC(=O)c1sc2ccccc2c1Cl)Nc1c(Cl)cc(Cl)cc1Cl	0.2	-2	0.1	6	2	27	0.9	2	-1
25	COCc1c(C(=O)N2CCN(c3ccc(C(F)(F)F)cn3)CC2)oc2ccccc12	-0.4	-5	-0.5	8	-24	32	0.7	0	-9
26	CN1Cc2c(N3CCOCC3)nc3sc(C#N)c(N)c3c2CC1(C)C	1.0	-2	-1.3	9	17	-2	0.2	4	-10
27	Nc1ccc(-c2nc3ccc(C(=O)O)cc3s2)cc1	1.6	36	0.6	7	115*	-19	0.7	86*	3
28	O=C(NCCc1ccccc1)c1c(O)c2cccc3c2n(c1=O)CC3	0.1	-1	0.9	17	-1	8	1.6	0	-6
29	O=C(Nc1cc(C(F)(F)F)ccc1N1CCOCC1)C1Cc2ccccc2CN1C(=O)c1ccco1 (stereo unspecified)	-0.3	0	-0.9	3	4	30	-6.5	0	2
30	CCOCCn1c(COc2ccc(C)cc2)nc2ccccc21	.	-3	-1.1	2	-1	16	2.3	0	-10
31	CC(C)Sc1nnc(CNC(=O)C23CC4CC(CC(C4)C2)C3)n1C1CCCCC1	5.7	-8	0.2	8	0	35	-2.4	-6	-4
32	CCCCn1ccc(O)c(Cc2ccc(F)cc2)c1=O	0.1	1	-0.3	5	0	28	-2.6	1	-8
33	COc1ccc(C(=O)NCc2n[nH]c(=S)n2-c2ccccc2)cc1OC	-0.1	1	-0.5	6	-2	19	0.8	7	-8
34	CCCSc1nnc(CN2CCOCC2)n1C	-0.5	1	-0.4	26	-8	11	-0.2	-1	-3
35	CC(=O)Nc1ccc(NS(=O)(=O)c2cc(C)sc2C)cc1	0.9	2	0.0	6	-2	5	1.0	-3	-5
36	COc1cc(C=O)cc(OC)c1OS(=O)(=O)c1ccc(NC(C)=O)cc1	0.2	-5	0.4	-1	1	-17	-2.4	0	0
37	Cc1ccccc1CSc1nnc(-c2ccccc2)c(=O)[nH]1	3.4	1	0.6	21	22	-7	0.0	-26	1
38	CC(=O)C1=C(C)NC(SCC(=O)c2ccc(Cl)cc2)=C(C#N)C1c1ccco1 (stereo unspecified)	1.5	-1	-0.6	5	3	-2	0.6	-23	-10
39	O=C(CCSCCc1ccccn1)Nc1ccccn1	0.9	-3	1.3	-1	1	6	0.9	-3	-1
40	O=C(NCCc1ccncc1)Nc1ccccc1	0.6	0	0.6	8	1	2	-1.3	2	-9
41	O=C(Nc1ccccc1)N(Cc1ccccc1)C1=NCCS1	0.3	0	0.1	10	0	35	1.7	4	-6
42	CCCOc1ccc(C(O)CCNC(CC(=O)O)c2ccccc2)cc1 (stereo unspecified)	-0.1	-1	1.3	16	2	21	1.6	-6	-2
43	C=CCNC(=O)C(C)Sc1ccc(Cl)cc1 (stereo unspecified)	-0.6	4	0.1	7	7	19	2.2	0	4
44	Cc1ccc(C(=O)O/N=C(\N)c2ccc(Br)cc2)cc1	-0.6	-2	0.7	.	-26	32	-1.0	-1	-8
45	CN1c2ccsc2/C(=N/Nc2ccccc2)CS1(=O)=O	0.3	10	0.8	-1	3	-26	1.4	16	-13
46	CCS(=O)(=O)N1Cc2ccccc2CC1C(=O)Nc1ncc(C)s1 (stereo unspecified)	0.7	0	-0.4	9	-33	-6	1.4	-3	1
47	CCOC(=O)N1CCC(NC(=O)CC(NS(=O)(=O)c2ccc(C)cc2)c2ccco2)CC1 (stereo unspecified)	1.9	-1	0.4	17	-2	-5	0.8	2	1
48	CC(C)(C)NCC(O)COc1c(F)cc(Br)cc1F (stereo unspecified)	-0.7	0	-0.6	6	0	9	0.1	2	-4
49	O=C(O)c1cccc(S(=O)(=O)Nc2ccc3[nH]c(=O)[nH]c3c2)c1	-0.9	-2	1.4	0	28	-24	2.0	-16	5
50	O=C(NCc1cccnc1)C1CCN(S(=O)(=O)N2CCC3(CC2)OCCO3)CC1	-0.5	1	0.2	2	-1	7	-2.0	5	-12
51	CC(/C=N\Nc1nnc2c(n1)[nH]c1c(C)cccc12)=C\c1ccco1	0.0	-7	0.6	12	27	-18	-3.1	-8	7
52	Cc1ccccc1Oc1nnc(-c2cccs2)c2ccccc12	0.6	1	0.5	9	4	23	-0.2	4	-5
53	CCCCNC(=S)NNC(=O)c1sccc1C	-0.1	1	1.3	7	-1	5	-1.9	0	-5
54	CCOC(=O)C(C)Oc1ccc2c(-c3cccc([N+](=O)[O-])c3)cc(=O)oc2c1 (stereo unspecified)	-0.2	-4	0.1	19	0	34	0.5	-3	-9
55	CCOc1ccc2oc(-c3ccccc3)c(C(=O)O)c2c1	0.8	0	1.9	10	10	-49	-1.3	0	1
56	CC(C)NC(=O)c1ccccc1NC(=O)C1COc2ccccc2O1 (stereo unspecified)	-0.2	-1	0.1	20	15	19	1.5	4	-7
57	CC/S(CC1CC1(Cl)Cl)=N\S(=O)(=O)c1ccc(C)cc1 (stereo unspecified)	0.0	1	-1.0	8	2	11	-1.0	-1	-3
58	CN(C)S(=O)(=O)Oc1ccccc1C(=O)Nc1cccc(C(F)(F)F)c1	0.0	-4	0.9	8	1	19	0.0	3	-8
59	Cc1nn(CC(=O)Nc2ccc(C(=O)N(C)C)cc2)c(=O)c2ccccc12	0.6	0	0.3	0	10	14	0.6	2	2

3 compounds from above, sorted by the number in Runt-SMMHC FRET, rising:
nr | SMILES | Runt-SMMHC FRET
15 | CCN(C(=O)c1cc2c(C)nc3ccccc3c2o1)c1cc(Cl)ccc1OC | -6
35 | CC(=O)Nc1ccc(NS(=O)(=O)c2cc(C)sc2C)cc1 | -3
47 | CCOC(=O)N1CCC(NC(=O)CC(NS(=O)(=O)c2ccc(C)cc2)c2ccco2)CC1 (stereo unspecified) | 2

Sorted by formula weight (low to high): part of the list above.
item	Structure	zVAD death inh	Runt-CBFb FRET	PERK inh	EP2 antag	Hck Nef HTS	EP2 mod	TNF death inh	Runt-SMMHC FRET	RBBP9 inh
30	CCOCCn1c(COc2ccc(C)cc2)nc2ccccc21	.	-3	-1.1	2	-1	16	2.3	0	-10
44	Cc1ccc(C(=O)O/N=C(\N)c2ccc(Br)cc2)cc1	-0.6	-2	0.7	.	-26	32	-1.0	-1	-8
56	CC(C)NC(=O)c1ccccc1NC(=O)C1COc2ccccc2O1 (stereo unspecified)	-0.2	-1	0.1	20	15	19	1.5	4	-7
17	Cc1cc2ccccc2c(=O)n1CC(=O)NCC(=O)N1CCN(c2ccccc2)CC1	0.7	-1	0.5	3	7	-14	-2.7	-7	-2
29	O=C(Nc1cc(C(F)(F)F)ccc1N1CCOCC1)C1Cc2ccccc2CN1C(=O)c1ccco1 (stereo unspecified)	-0.3	0	-0.9	3	4	30	-6.5	0	2

This is a subset. The share of hits here may be higher or lower than overall.
